RPL19A-GFP yeast = alters RPL19A-GFP fluorescence in TOR pathway yeast screen | S. cerevisiae RPL19A-GFP strain, flow cytometry, 3 h; hits give low values | percent response vs DMSO, % at 10 µM | 0.3% of 330,000 active;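 active = percent response vs DMSO below 50%; inconclusive = fewer than 70 events counted for the yeast strain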;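 also: median channel GFP fluorescence of the barcoded RPL19A-GFP strain; ratio of sample median GFP to plate DMSO average so 100% = DMSO; lower means less RPL19A-GFP as with rapamycin TOR inhibition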
CIT2-GFP yeast = alters CIT2-GFP fluorescence in TOR pathway yeast screen; S. cerevisiae CIT2-GFP strain, flow cytometry, 3 h; 100 means same as DMSO wells; GFP response vs DMSO, % at 10 µM; 0.065% of 320,000 active; AID 2029;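 active = GFP response relative to DMSO above a set limit, near the screen mean plus 3 SD, cut at about 150% in these data; inconclusive = Fewer than 70 cells measured for a yeast strain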;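 also: ratio of well median GFP fluorescence to mean of DMSO wells on the plate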
LAP4 TOR yeast = yeast TOR pathway LAP4-GFP modulation; S. cerevisiae LAP4-GFP multiplex, flow cytometry GFP, 3 h; median GFP as percent of DMSO wells; GFP response vs DMSO, % at 10 µM; 0.34% of 320,000 active; AID 2023;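 active = GFP response vs DMSO above a set limit, about the screen mean plus 3 SD, cut at about 150% in these data; inconclusive = under 70 cell events counted for the yeast strain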
MEP2-GFP yeast = yeast TOR pathway MEP2-GFP modulation | GFP response vs DMSO, % at 10 µM | S. cerevisiae MEP2-GFP strain, flow cytometry GFP, 3 h; 100% = DMSO control level | 0.51% of 330,000 active;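 active = GFP response versus DMSO above a set limit, roughly screen mean plus 3 SD, cut at about 180% in these data; inconclusive = fewer than 70 cells counted for a yeast strain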;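 also: median GFP fluorescence of the barcode-gated MEP2-GFP cells per well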
proCasp7 act = counter-screen: procaspase-7 (human) activation; P55210; recombinant procaspase-7, Ac-DEVD-pNA absorbance 405 nm; D23A/D198A/D206A triple mutant, cannot self-cleave; scale: DMSO 0, 5 µM enzyme 100; activation, % at 8.5 µM; 0.093% of 330,000 active;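 active = percent activation above the screen-wide mean plus 3 SD, cut at about 25% in these data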
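Test system: Procaspase-7 triple mutant (PC-7 D3A). Also added: Ac-DEVD-pNA substrate, 400 µM as added. Schedule: 1 h enzyme–compound preincubation and 2 h substrate reaction, both 25 °C. Signal: p-Nitroaniline absorbance at 405 nm, read at 0 and 120 min. Control set: low DMSO alone, high DMSO plus 5 µM PC-7.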
AGP1 TOR yeast = modulators of TOR pathway AGP1-GFP in S. cerevisiae | S. cerevisiae AGP1-GFP multiplex flow cytometry, 3 h; GFP as percent of DMSO wells | 0.02% of 320,000 active | GFP response vs DMSO, % at 10 µM;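 active = GFP response relative to DMSO above a set limit, near screen average plus 3 SD, cut at about 150% in these data; inconclusive = fewer than 70 cells counted for the yeast strain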;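 also: median GFP channel fluorescence of the gated AGP1 strain per well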
AHR activator = activators of human aryl hydrocarbon receptor. P35869. AHR-responsive luciferase reporter cells, luminescence. activation, % at 5 µM. 2.5% of 320,000 active; in the data active = activation above about 47%;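 also: 0% = vehicle wells and 100% = reference agonist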
Target sequence (P35869 whole entry, looked up): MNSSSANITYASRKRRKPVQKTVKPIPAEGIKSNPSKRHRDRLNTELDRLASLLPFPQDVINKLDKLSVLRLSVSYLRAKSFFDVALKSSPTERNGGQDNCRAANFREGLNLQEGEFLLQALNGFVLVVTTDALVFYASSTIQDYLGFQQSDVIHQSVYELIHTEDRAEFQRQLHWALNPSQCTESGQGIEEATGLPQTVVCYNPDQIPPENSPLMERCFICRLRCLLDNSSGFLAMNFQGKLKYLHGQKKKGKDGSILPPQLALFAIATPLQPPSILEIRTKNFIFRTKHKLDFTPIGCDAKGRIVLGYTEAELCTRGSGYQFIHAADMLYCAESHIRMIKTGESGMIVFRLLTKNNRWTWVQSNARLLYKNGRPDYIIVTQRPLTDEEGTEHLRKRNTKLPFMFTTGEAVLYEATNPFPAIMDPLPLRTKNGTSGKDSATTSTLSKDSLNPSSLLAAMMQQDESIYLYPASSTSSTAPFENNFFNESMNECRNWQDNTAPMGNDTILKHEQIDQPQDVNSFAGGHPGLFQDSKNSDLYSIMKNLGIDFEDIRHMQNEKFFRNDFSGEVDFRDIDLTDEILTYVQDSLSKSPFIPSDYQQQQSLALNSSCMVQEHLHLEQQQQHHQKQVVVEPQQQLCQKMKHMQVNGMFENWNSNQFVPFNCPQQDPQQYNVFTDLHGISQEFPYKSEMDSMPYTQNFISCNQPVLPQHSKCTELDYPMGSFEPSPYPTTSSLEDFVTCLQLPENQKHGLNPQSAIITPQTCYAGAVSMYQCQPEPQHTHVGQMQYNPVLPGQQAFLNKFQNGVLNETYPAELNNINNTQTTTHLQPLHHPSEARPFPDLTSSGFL
procasp3 activ = activates human procaspase-3; recombinant procaspase-3 D3A, Ac-DEVD-pNA absorbance 405 nm; activation, % at 8.5 µM; 0.11% of 330,000 active; AID 463141;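 active = activation above the mean of all tested compounds plus 3 SD, cut at about 21% in these data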;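 also: 0% = DMSO alone and 100% = DMSO wells spiked with extra 5 µM PC-3 D3A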
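assay system = Procaspase-3 D3A mutant | signal = absorbance at 405 nm, 0 and 120 min | times = 1 h preincubation plus 2 h reaction at 25 °C | repeats = single replicate | read-out = % activation between DMSO and enzyme-spiked controls | medium = Zinc-free HEPES saline buffer with Triton X-100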
Numbers without * were called inactive; u = inconclusive; x = not tested or not shown; [ ] = dose if it differs, or a comment.

SMILES	RPL19A-GFP yeast	CIT2-GFP yeast	LAP4 TOR yeast	MEP2-GFP yeast	proCasp7 act	AGP1 TOR yeast	AHR activator	procasp3 activ
O=C(NCc1cccnc1)/C(=C\c1ccc(-c2ccc(Cl)c(Cl)c2)o1)S(=O)(=O)c1ccccc1	90	92	130	97	17	96	2	-3
O=C(Nc1cccc(F)c1)c1cc(S(=O)(=O)N2CCOCC2)cs1	90	92	94	101	6	94	2	9
CCO/C=C1/C(=O)N(Cc2ccccc2)C(=O)c2ccccc21	100	103	105	102	1	93	-4	-5
O=C(NCCCN1CCN(CCCNC(=O)c2cccc(Cl)c2)CC1)c1cccc(Cl)c1	102	112	102	107	5	97	-1	10
Cc1nc2ccccn2c1C(=O)NNS(=O)(=O)c1ccc(C(C)(C)C)cc1	100	99	97	108	11	103	1	-1
Cc1cc(C)nc(Nc2n[nH]c(COc3ccc4ccccc4c3)n2)n1	96	93	105	104	-5	101	12	-3
COc1ccccc1C(=O)N1CCN(Cc2ccc3c(c2)OCO3)CC1	98	105	95	100	3	102	3	-4
O=C(C(=O)N1CCN(c2ccccc2F)CC1)c1cn(CC(=O)N2CCOCC2)c2ccccc12	103	104	94	105	-2	106	0	2
CC1(C)Cc2cccc(OCC(=O)N3CCN(S(=O)(=O)c4ccccc4F)CC3)c2O1	101	102	108	110	6	103	-1	7
CCC(Oc1ccccc1)C(=O)Nc1cc(C)on1 (configuration not stated)	98	90	96	101	0	96	3	0
COc1ccc(OC)c(C(c2nnnn2C2CCCC2)N2CCN(c3ccccc3F)CC2)c1 (configuration not stated)	109	111	106	106	-2	113	1	4
CC(C)n1cc(/C=C(\C#N)S(=O)(=O)c2ccccc2)c2ccccc21	97	91	112	100	-18	101	23	-14
Cc1ccccc1OCC(=O)NNC=O	91	86	93	92	-5	95	-1	-5
CC(C)Cn1c(N)cc(=O)n(C)c1=O	95	95	84	97	7	93	2	6
O=C(Nc1nc(-c2ccc([N+](=O)[O-])cc2)cs1)c1c(F)cccc1F	99	86	113	92	2	95	-4	4
CC(=O)Oc1ccc(C)cc1N1C(=O)c2ccc(C(=O)O)cc2C1=O	100	102	96	105	7	102	1	5
CCOc1ccc(/C=N/NC(=O)c2cc(-c3ccco3)nc3ccccc23)cc1	111	103	128	104	-56	119	22	16
COc1cc([N+](=O)[O-])ccc1NC(=O)CCN1C(=O)C2C3CCC(C3)C2C1=O (configuration not stated)	102	103	106	105	4	110	1	12
COc1ccc(OC)c(C2CC(=O)N3CN(c4ccc(C)c(Cl)c4)CSC3=C2C#N)c1 (configuration not stated)	95	118	96	97	-16	102	3	-24
Cc1cc(C(C#N)c2ccccc2F)n2ncnc2n1 (configuration not stated)	93	102	100	107	3	94	2	2
CCCN(CCC)S(=O)(=O)c1ccc(C(=O)N2CCN(C)CC2)cc1	105	106	99	102	x	105	x	x
O=C1C=C(OCc2ccccc2)CN1	93	91	97	97	7	95	2	6
CCCN1CCC(NC(=O)CC2C(=O)NCCN2Cc2ccccc2C)CC1 (configuration not stated)	101	102	91	96	0	98	10	-1
COc1ccc(OCC(O)CNc2ccc(Br)cc2)cc1 (configuration not stated)	92	86	113	95	2	90	2	5
O=C(CN1CCC(n2nnc3cc(C(F)(F)F)ccc32)CC1)Nc1ccc2c(c1)OCCO2	95	88	x	95	-8	96	7	5
Cc1cccc(Cl)c1NC(=O)N1CCN(c2ccnc3cc(Cl)ccc23)CC1	97	101	108	100	6	100	-4	-3
C#CCOCCOCCOCCNc1nc(N2CCN(C(=O)[C@H](CC(N)=O)n3cc(C(N)[C@@H](C)CC)nn3)CC2)nc(N2CCN(C(=O)[C@H](CCCCN)n3cc([C@@H](N)CC(N)=O)nn3)CC2)n1 (some centres not stated)	95	86	97	95	11	94	-1	-2
CCCn1c2ccccc2c2cnn(CC(=O)O)c(=O)c21	105	103	101	105	1	109	1	4
COc1c(OC(C)=O)ccc(/C=C/c2ccc3cccc(OC)c3n2)c1[N+](=O)[O-]	95	102	97	91	-9	90	23	6
COc1ccccc1C(=O)O/N=C(/c1ccncc1)c1ccc([N+](=O)[O-])cc1	105	98	99	94	9	90	4	-4

5 records picked at random from the list so far:
SMILES	RPL19A-GFP yeast	CIT2-GFP yeast	LAP4 TOR yeast	MEP2-GFP yeast	proCasp7 act	AGP1 TOR yeast	AHR activator	procasp3 activ
CCCN1CCC(NC(=O)CC2C(=O)NCCN2Cc2ccccc2C)CC1 (configuration not stated)	101	102	91	96	0	98	10	-1
CCCN(CCC)S(=O)(=O)c1ccc(C(=O)N2CCN(C)CC2)cc1	105	106	99	102	x	105	x	x
CC(=O)Oc1ccc(C)cc1N1C(=O)c2ccc(C(=O)O)cc2C1=O	100	102	96	105	7	102	1	5
CCCn1c2ccccc2c2cnn(CC(=O)O)c(=O)c21	105	103	101	105	1	109	1	4
O=C(CN1CCC(n2nnc3cc(C(F)(F)F)ccc32)CC1)Nc1ccc2c(c1)OCCO2	95	88	x	95	-8	96	7	5

Remaining list, next part.
SMILES	RPL19A-GFP yeast	CIT2-GFP yeast	LAP4 TOR yeast	MEP2-GFP yeast	proCasp7 act	AGP1 TOR yeast	AHR activator	procasp3 activ
COc1ccc(Cc2nnc(NC(=O)C(C)(C)C)s2)cc1	94	89	109	97	2	97	3	1
CC1CCCN(S(=O)(=O)CCNC(=O)c2ccc3c(c2)OCO3)C1 (configuration not stated)	96	101	107	100	4	107	1	-1
COc1ccc(C(=O)Nc2ccc3c(c2)Cc2ccccc2-3)cc1	92	84	x	104	2	85	1	-3
C=CCC(=O)N1CCCC(CNC(=O)c2ccc(-c3ccccc3)cc2)C1 (configuration not stated)	101	110	112	102	3	112	2	4
CCOc1ccc(NC(=O)CC2C(=O)N(C)C(=S)N2Cc2ccco2)cc1 (configuration not stated)	100	98	90	101	4	94	5	1
CN(C)CCCN1C(=O)C(=O)/C(=C(/O)c2ccncc2)C1c1ccccc1 (configuration not stated)	46*[may fluoresce violet]	u	103[may fluoresce violet]	288*[may fluoresce violet]	-1	u	-2	10
CC[C@@H](C)[C@@H]1CN([C@@H](CN2CCC[C@H]2CN2C(N)=NC[C@@H]2Cc2ccccc2)C(C)C)C(=N)N1CCCC1CCCC1	94	86	94	92	-5	95	0	0
Cc1nc(S/C(=C/c2ccc(-c3ccc(Cl)cc3)o2)C(=O)O)n[nH]1	97	96	98	105	-2	95	57*	-9
Cc1ccc(C)c(S(=O)(=O)N2CCCCC2CCNC(=O)C(=O)NCCc2ccco2)c1 (configuration not stated)	100	104	103	105	10	107	2	1
Cc1ccc(OCCCC(=O)Nc2ccc3c(c2)OCO3)cc1	98	91	103	102	4	96	0	3
O=C(C[C@@H]1C/C=C\CC[C@@H](Cc2ccc(F)cc2)C(=O)OC[C@@H]2CCCN2C1=O)N[C@H](CO)Cc1ccccc1	95	83	89	102	0	92	0	5
O=C(O)CCSC1CC(=O)N(c2ccccc2)C1=O (configuration not stated)	104	106	103	103	-16	100	7	-25
COc1cc(C(=O)NCC(=O)OCC(=O)N2CCc3ccccc32)cc(OC)c1OC	104	98	95	102	0	97	2	9
CCN1CCN(c2ccc(S(=O)(=O)N3CCCCC3)cc2NC(=O)c2ccc(C)o2)CC1	101	106	100	102	1	108	-3	3
Cc1ccc(S(=O)(=O)N2CCOCC2)cc1C(=O)OCc1nnc(-c2ccccc2)o1	91	92	94	103	-5	95	1	-7
CC[n+]1ccc(C)c2cc(S(=O)C(F)(F)F)ccc21 (configuration not stated)	99	96	103	97	-4	98	0	-9
CCOC(=O)C1C(c2ccc([N+](=O)[O-])cc2)C2C(=O)NN=C2CC1(C)O (configuration not stated)	96	100	110	96	7	112	-3	5
CCN(CC)CCC(C)OC(c1ccccc1)c1ccccc1 (configuration not stated)	103	90	96	105	-9	111	-2	0
O=C1/C(=C\c2ccc(-c3ccccc3Cl)o2)SC(=S)N1CC1CCCO1 (configuration not stated)	97	93	132	106	-13	93	7	-7
Cc1c(C(=O)Nc2ccc(F)cc2)oc2ccc(S(=O)(=O)N3CCC4(CC3)OCCO4)cc12	97	96	103	100	8	96	13	13
COc1ccc(Cl)cc1NC(=S)Nc1cccc(C)c1	92	76	122	91	-3	84	10	0
Cc1ccccc1N(CC(=O)O)S(C)(=O)=O	53[may fluoresce violet]	u	94[may fluoresce violet]	229*[may fluoresce violet]	-1	x	-2	3
CCCNC(=O)C1CCN(S(=O)(=O)c2cccc3nonc23)CC1	94	97	98	96	8	97	-1	5
Cn1c(CCNS(=O)(=O)c2ccccc2)nnc1SCc1cccnc1	84	102	88	110	-5	77	0	-5
C=CCNC(=O)c1sc(SC)cc1-c1ccc(Cl)cc1	97	88	106	97	0	96	2	3
COc1cc(C(=O)N2CCN(C(=O)C3CCCO3)CC2)cc(OC)c1OC (configuration not stated)	97	98	108	99	1	106	-2	7
Cc1ccc(C(=O)NC(=S)NCCCN2CCOCC2)cc1	97	93	103	99	7	94	7	1
COc1ccccc1CCN=C(N)NS(=O)(=O)c1cccs1	98	101	91	103	9	99	1	5
COc1ccc(Cl)cc1NC(=O)COC(=O)CCCC1=NS(=O)(=O)c2ccccc2N1	104	100	98	104	1	102	1	3
O=C1C=C(c2cccc(Br)c2)C[C@@H](c2ccc(F)cc2)C1	96	99	104	99	4	101	-12	15
CCOC(=O)C1(S(=O)(=O)c2ccc(Cl)cc2)CCN(Cc2ccc(Cl)cc2)CC1	94	91	101	100	11	98	1	3
O=C(O)c1ccc(/C=C/c2nc3sc4c(c3c(=O)[nH]2)CCC4)cc1	100	103	102	100	5	100	1	-2
CCOC(=O)c1c(C)[nH]c(C(=O)C(C)OC(=O)c2ccc(NC(=O)CC#N)cc2)c1C (configuration not stated)	104	99	103	101	4	98	3	5
O=C(CC1C(=O)NCCN1Cc1ccccc1C(F)(F)F)NC1CCCCC1 (configuration not stated)	98	88	97	92	1	93	0	-3
O=C(CN(Cc1ccco1)S(=O)(=O)c1cccs1)Nc1ccccc1C(F)(F)F	100	96	98	95	-7	101	-1	-2
CCCCC(=O)C1=C(N2CCCC2)CC(C)(C)CC1=O	87	88	84	89	7	89	-2	5
Cc1cc(N2CCN(C)CC2)nc2ccc(NC(=O)c3ccccc3F)cc12	100	102	105	105	10	102	-3	-2
CCc1c(C(=O)NCCc2ccc(OC)c(OC)c2)[nH]c(C)c1C(C)=O	102	106	103	105	5	108	4	-7
Clc1ccc(-c2n[nH]c3c2CCC3)c(Cl)c1	99	x	95	98	-3	80	15	-4
C#CCN1C(=O)C(O)(CC(=O)c2ccc3c(c2)OCCO3)c2ccccc21 (configuration not stated)	102	103	104	105	3	104	13	0
Cc1nnc(NC(=O)c2cc3n(n2)C(C(F)(F)F)CC(C2CC2)N3)s1 (configuration not stated)	98	96	95	100	7	92	2	-2
O=S(=O)(N1CCCCC1)n1c(Cc2ccccc2)nc2ccccc21	99	91	104	100	6	104	-1	3
O=C(NCC1CCCO1)c1cc(-c2ccc(F)cc2)no1 (configuration not stated)	101	97	104	98	1	99	12	0

Screening data from PubChem.
